Source: PubChem
POLK inh: DNA polymerase kappa (human) inhibition; purified Pol kappa, fluorescent DNA synthesis assay, 10 min; Potency, µM (titrated, usually from 107 µM), without a hit: at the top dose activity, negative = inhibition, hits mostly inhibitors; 400,000 tested, 0.53% active; also: % is scaled to controls: 0 for no effect and ±100 for the full control effect
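Fluorescent qHTS in 1536-well format: enzyme (10 nM) and compound sat 15 min at room temperature before 50 nM substrate (final) was added. Signal taken at 0 and 10 min; no-enzyme buffer wells were negative controls.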
POLH inh: inhibitors of human DNA polymerase eta; Q9Y253; recombinant Pol eta, fluorescent DNA replication assay; Potency, µM (doses to about 114 µM), for inactives: at the highest dose activity change, negative = inhibition, hits mostly inhibitors; 390,000 tested, 1.2% active; also: % is scaled to controls: 0 for no effect and ±100 for the full control effect
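Pol eta at 10 nM preincubated with compounds 15 min at room temperature; reaction started with fluorescent substrate (50 nM final) and read kinetically at 0 and 10 min.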
G9a block: blocks human histone lysine methyltransferase G9a; Q96KQ7; G9a H3K9 monomethylation, AlphaScreen, 2 h; Potency, µM (titrated, usually from 102 µM), without a hit: at the highest dose activity, negative = inhibition, usual class: inhibitors; 350,000 tested, 8.8% active; also: % is scaled to controls: 0 for no effect and ±100 for the full control effect; nearly all actives have a fitted effect of over 75% in size
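Compounds were preincubated with 20 nM G9a for 15 min, after which biotinylated H3K9 peptide (500 nM) and SAM (20 uM) started a 2 h room-temperature reaction. Monomethylated product was quantified by antibody-based AlphaScreen chemiluminescence.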
JMJD2A Tudor: inhibitors of human JMJD2A Tudor domain; AlphaScreen JMJD2A-Tudor / H3K4me3 peptide binding; Potency, µM (highest dose often 114 µM), without a hit: at the highest dose activity change, negative = inhibition, actives largely listed as inhibitors; 390,000 tested, 4.4% active; AID 504339; also: % is scaled to controls: 0 for no effect and ±100 for the full control effect; nearly all actives have a fitted effect of over 50% in size
BAZ2B block: blocks human BAZ2B; AID 504333; Potency, µM (top dose mostly 114 µM), for the others: at the highest dose activity change, negative = inhibition, usual class: inhibitors; Q9UIF8; AlphaScreen BAZ2B-H3K14Ac peptide displacement; 360,000 tested, 4.4% active; also: % is scaled to controls: 0 for no effect and ±100 for the full control effect; nearly all actives have a fitted effect of over 60% in size
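Protein-peptide AlphaScreen: BAZ2B 50 nM, b-H3K14Ac 50 nM, 1x PBS pH 7.4 + 0.01% Tween-20. Preincubation 30 min RT; cpd 30 min RT (top 110 uM); beads 20 min RT, light-protected.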
BLM helicase inh: blocks DNA unwinding by human BLM helicase; P54132; recombinant BLM DNA unwinding, fluorescence dequenching; Potency, µM (series often up to 56.1 µM), inactives show at the highest dose activity change, negative = inhibition, actives largely listed as inhibitors; 350,000 tested, 0.2% active;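 also: plate controls were vehicle for no effect and no enzyme for full effect; nearly all actives have a fitted effect of over 35% in size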
Target sequence (P54132 whole entry, looked up): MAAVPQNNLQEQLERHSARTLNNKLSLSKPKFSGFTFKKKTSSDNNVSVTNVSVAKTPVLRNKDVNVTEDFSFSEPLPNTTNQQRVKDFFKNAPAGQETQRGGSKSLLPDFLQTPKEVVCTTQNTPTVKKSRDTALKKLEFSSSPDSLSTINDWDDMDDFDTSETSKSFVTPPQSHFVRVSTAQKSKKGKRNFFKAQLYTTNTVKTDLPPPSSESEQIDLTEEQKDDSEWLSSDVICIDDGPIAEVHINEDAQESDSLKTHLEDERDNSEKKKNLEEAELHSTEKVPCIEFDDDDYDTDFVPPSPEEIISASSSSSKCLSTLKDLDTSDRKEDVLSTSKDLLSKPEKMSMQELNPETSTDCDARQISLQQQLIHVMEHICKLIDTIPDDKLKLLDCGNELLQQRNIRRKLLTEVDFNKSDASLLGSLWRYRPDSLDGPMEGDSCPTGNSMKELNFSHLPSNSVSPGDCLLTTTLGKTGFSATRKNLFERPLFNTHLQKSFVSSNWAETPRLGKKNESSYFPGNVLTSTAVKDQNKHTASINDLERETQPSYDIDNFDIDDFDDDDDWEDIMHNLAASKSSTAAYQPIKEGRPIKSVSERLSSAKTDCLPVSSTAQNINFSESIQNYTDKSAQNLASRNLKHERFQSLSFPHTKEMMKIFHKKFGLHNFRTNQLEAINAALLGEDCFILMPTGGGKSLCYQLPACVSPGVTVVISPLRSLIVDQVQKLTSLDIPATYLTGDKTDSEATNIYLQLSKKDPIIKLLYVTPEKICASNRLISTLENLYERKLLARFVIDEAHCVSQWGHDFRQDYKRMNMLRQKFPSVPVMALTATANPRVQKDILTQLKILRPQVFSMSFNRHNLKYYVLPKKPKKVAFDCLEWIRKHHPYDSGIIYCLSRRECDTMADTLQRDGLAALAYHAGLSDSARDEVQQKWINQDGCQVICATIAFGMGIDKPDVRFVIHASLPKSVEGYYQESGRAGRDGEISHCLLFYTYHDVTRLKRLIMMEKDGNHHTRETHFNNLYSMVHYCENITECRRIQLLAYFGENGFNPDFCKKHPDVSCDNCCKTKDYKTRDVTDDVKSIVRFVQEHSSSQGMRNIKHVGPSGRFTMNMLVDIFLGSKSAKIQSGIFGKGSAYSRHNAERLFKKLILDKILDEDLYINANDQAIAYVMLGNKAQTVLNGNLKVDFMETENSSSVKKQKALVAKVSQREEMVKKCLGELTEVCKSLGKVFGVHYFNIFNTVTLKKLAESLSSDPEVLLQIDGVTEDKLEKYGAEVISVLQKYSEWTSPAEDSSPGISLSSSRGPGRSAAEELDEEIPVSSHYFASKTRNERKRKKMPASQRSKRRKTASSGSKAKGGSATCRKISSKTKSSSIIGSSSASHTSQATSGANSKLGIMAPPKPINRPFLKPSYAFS
Pol beta inh: DNA polymerase beta (human) inhibition. P06746. Pol beta primer extension/strand displacement, fluorescence kinetic. Potency, µM (series often up to 114 µM), for the others: at the highest dose activity change, negative = inhibition, usual class: inhibitors. 340,000 tested, 1.3% active. AID 485314; also: % is scaled to controls: 0 for no effect and ±100 for the full control effect
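Values derive from four-parameter Hill fits of normalized kinetic data: reads at 0 and 10 min following addition of 50 nM substrate to 10 nM Pol beta preincubated 15 min with compound.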
APE1 inh: inhibitors of human APE1 endonuclease. 350,000 tested, 0.35% active. P27695. recombinant APE1, TAMRA/BHQ-2 abasic DNA cleavage fluorescence. Potency, µM (doses to about 65.8 µM), inactives show top-dose activity change, negative = inhibition, usual class: inhibitors;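 also: plate controls were vehicle for no effect and reference inhibitor for full effect; nearly all actives have a fitted effect of over 55% in size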
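Substrate: short duplex with […] THF abasic site, 5'-TAMRA and 3'-BHQ-2, 50 nM final. APE1 at 0.75 nM, preincubated 15 min RT with compound. Fluorescence increase from first to third read measured activity.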
POLI inh: DNA polymerase iota (human) inhibition; Potency, µM (top dose mostly 115 µM), without a hit: top-dose activity, negative = inhibition, actives largely listed as inhibitors; 390,000 tested, 1% active; Q9UNA4; Pol iota fluorescent replication assay, 10 min
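Pol iota at 10 nM preincubated 15 min with compounds at room temperature; reaction started with fluorescent substrate, 50 nM final. Fluorescence read kinetically at 0 and 10 min; buffer-only wells as negative control.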
Active calls of the source: *; ? = inconclusive; . = no result given; & = joins results of further samples; [ ] = remark or other dose. Calls follow the shape of the dose curve; as a rule, active = well fitted curve in the direction sought with a large enough effect; inconclusive = small, poorly fitted or top-dose-only effect, or another doubt; inactive = no such curve, though single readings can be large; an effect the other way counts as inactive or inconclusive. Potency is read from the fitted curve at half-maximal effect.

Values in the order: POLK inh | POLH inh | G9a block | JMJD2A Tudor | BAZ2B block | BLM helicase inh | Pol beta inh | APE1 inh | POLI inh
#1 COC(=O)c1sc2cc(=O)n(-c3cccc(C(F)(F)F)c3)nc2c1O
→ -4% | -18% | ? | ? | ? | -2% | 16% | -3% | 109%[activator]
#2 CSCCC(NC(=O)c1cccc(C)c1)C(=O)OCC(=O)Nc1c(C)nn(-c2ccccc2)c1C (stereo not given)
→ -15% | -5% | 23%[12.7 µM] | -33% | 18% | . | . | 1% | 10%
#3 Cc1ccc(S(=O)(=O)c2ncccc2[N+](=O)[O-])cc1
→ 16% | 5% | 5% | -12% | -3% | -1% | 0% | -12% | 24%
#4 N=c1n(CCN2CCCC2)c2ccccc2n1CC(O)c1ccc(Cl)c(Cl)c1 (stereo not given)
→ -11% | -14% | ? | ? | -5% | 35%[activator] | -1% | -1% | ?
#5 C=CCc1c(C)nc2c(C)cccc2c1SC(=N)N
→ -5% | -22% | . | 18% | -2% | -2% | -1% | -5% | 29%
#6 Cc1ccc(O)c(NC(=O)c2onc(C)c2Cl)c1
→ 1% | -5% | 28% | -20% | 2% | 3% | 3% | -3% | -51%
#7 CSc1ccccc1C(=O)NCC(c1ccco1)N(C)C (stereo not given)
→ -11% | -19% | 40µM* | -2% | -17% | -5% | 16% | 68%[activator] | 44%[activator]
#8 CCCCCCSC1=C(C#N)C(c2ccc(C)o2)CC(=O)N1 (stereo not given)
→ -3%[60.1 µM] | -2% | ? | -20% | ? | -6% | -26% | -3% | 18%
#9 CCOc1ccc(Oc2cc(N)cc([N+](=O)[O-])c2)cc1
→ -1% | -8% | -47% | -17% | -3% | -5% | 0% | ? | 31%
#10 COc1ccccc1N1CCN(C(=O)CSc2ncnc3c2cnn3-c2ccc(C)c(C)c2)CC1
→ 18% | -5% | -1%[59 µM] | -23% | -11% | -4% | 5% | -8% | 47%[activator]
#11 Cc1cccc(NC(=O)CCCn2nc(C)c3c(C)n(-c4ccccc4)nc3c2=O)c1C
→ -4% | -17% | 1%[59 µM] | -16% | -16% | 1% | 44% | . | ?
#12 Cc1ccc(S(=O)(=O)N(C)C)cc1NC(=O)COc1ccc(-c2nnco2)cc1
→ 0% | -20% | 30%[12.7 µM] | -16% | -14% | -1% | 0% | -3% | 32%[activator]
#13 O=C(Cc1c[nH]c2ccccc12)N/N=C/c1cccc(F)c1
→ 4% | -23% | -7%[59 µM] | -34% | -31% | 0% | 32% | -6% | 26%
#14 CCCOC(=O)c1cccc(Nc2nc(CCC)cc(=O)[nH]2)c1
→ -6% | -14% | -46%[59 µM] | -10% | -9% | -5% | 2% | . | -4%
#15 CCN(CC)S(=O)(=O)c1cccc(C(=O)Nc2nncs2)c1
→ -5% | -10% | 11% | -9% | 7% | -1% | 18% | -1% | -7%
#16 COc1ccc2nc(N3CCN(C(=O)c4ccco4)CC3)sc2c1
→ -3%[60.1 µM] | -23% | -29%[59 µM] | -9% | -18% | 2% | -12% | . | 27%
#17 COc1ccccc1NC1=C(NC(C)=O)C(=O)c2ccccc2C1=O
→ 5% | -3% | 7.9µM* | ? | ? | -23% | -24% | 0% | 14%
#18 CN(c1ccccc1)c1ncnc2c1ncn2C
→ -2% | -23% | . | -11% | . | . | . | . | 79%[activator]
#19 O=C1c2ccccc2CN2C(=O)c3ccccc3CN12
→ -8% | -9% | 26% | 4% | -14% | -1%&2% | -26% | 38% | 32%[activator]
#20 COc1cccc(NC(=O)C(=O)NCC(c2ccc3c(c2)OCO3)N2CCOCC2)c1 (stereo not given)
→ -3%[60.1 µM] | -23% | -21%[59 µM] | -6% | -3% | -1% | 0% | . | 1%
#21 O=[N+]([O-])c1cc(CN2CCCCCC2)ccc1O
→ -3% | -16% | 14% | -12% | -23% | 1% | 21% | 17% | 47%[activator]
#22 COc1ccc(Cl)c2sc(NC(=O)c3ccc(S(=O)(=O)N4CCOCC4)cc3)nc12
→ -3%[60.1 µM] | -11% | -36%[59 µM] | -6% | 3% | -8% | 2% | . | 2%
#23 COc1ccc(CNC(=O)c2cc(Nc3ccc(OC)cc3OC)nc3ccccc23)cc1
→ 0% | -13% | ? | -19% | . | -10% | 34% | . | 13%
#24 C=CCn1c(COc2ccc(Cl)cc2)nnc1SCC(=O)c1c(N)n(C)c(=O)n(C)c1=O
→ -4% | -14% | -27% | -19%[57.1 µM] | ? | -1% | 12% | 6% | 71%[activator]
#25 CC(=O)c1ccc(NC(=O)c2sc(-n3nc(C)c(CCC(C)C)c3C)nc2C)cc1
→ -19% | -12% | -4%[59 µM] | -19% | -4% | -7% | -12% | . | -8%
#26 COC(=O)CN1C(=S)N(c2ccccc2)C(=O)C1CC(=O)Nc1ccc(Cl)cc1 (stereo not given)
→ -12% | -19% | ? | -19% | 3% | -5% | 25% | -7% | -11%
#27 CC(NC(=O)c1cccc(S(=O)(=O)N2CCc3ccccc32)c1)c1ccco1 (stereo not given)
→ -10% | -14% | 5%[2.33 µM] | -25% | -33% | . | . | 14% | -8%
#28 COc1cc2c(cc1OC)CN(CC(O)c1ccccc1)CC2 (stereo not given)
→ -3% | 2% | 2% | -19% | -20% | -3% | 1% | 59%[activator] | 30%[activator]
#29 CCC1CN(C(=O)Nc2cc(C)cc(C)c2)c2ccccc2O1 (stereo not given)
→ -16% | -17% | ? | -35% | ? | -17% | -1% | . | 0%
#30 CC(=O)N1C(=O)N(C)C2C1N(C(C)=O)C(=O)N2C (stereo not given)
→ -15% | -4% | 3%[59 µM] | -3% | -3% | 4% | -6% | 11% | 8%
#31 COc1ccc(CCNC(=O)C/C(C)=N/NC(=O)c2cnccn2)cc1
→ -6% | 10% | . | -9% | ? | 1% | 51% | -4% | 14%
#32 O=C(COC(=O)c1ccccn1)Nc1cc(Cl)ccc1Cl
→ 1% | 2% | 8%[59 µM] | -16% | ? | -1% | 36% | -7% | -1%
#33 CCCCCCCC#Cc1ccccc1/C=N/S(=O)c1ccc(C)cc1 (stereo not given)
→ -25% | -9% | 0.79µM* | 8.9µM* | 25% | -2%[12.4 µM] | 2% | 19%[12.4 µM] | 41%[activator]
#34 CC1CC(C)(C)NC(=S)N1CCCC(=O)Nc1ccc2c(c1)OCCO2 (stereo not given)
→ -1% | -12% | ? | -22% | 3% | 1% | 13% | 6% | 192%[activator]
#35 NC(=O)c1ccccc1N1CCCCC1
→ 9% | -5% | 14% | 3% | 6% | -4% | 6% | 8% | -10%
#36 CCc1nnc(NC(=O)c2ccc(OC)cc2OC)s1
→ -1% | 17% | -9%[2.33 µM] | -15% | 9% | -8% | 4% | -1% | 15%
#37 O=C(NCc1cccs1)C1CCN(C(=O)NCc2ccccc2)CC1
→ -6% | -13% | 7%[59 µM] | -7%[57.1 µM] | -1% | 4% | 13% | 2% | -4%
#38 NNC(=O)c1csc(CS(=O)(=O)c2ccc(Cl)cc2)n1
→ 3% | -8% | 9% | 12% | -4% | 3% | 2% | -3% | 31%[activator]
#39 O=C1CCCCC2CCCCN12 (stereo not given)
→ -15%[158 µM] | . | 36%[135 µM] | . | . | -7%[120 µM] | . | -2%[120 µM] | .
#40 Cc1cc(C)nc(SCCS(=O)(=O)Cc2ccccc2)n1
→ -7% | -6% | -1%[12.7 µM] | -12% | 5% | 1% | 13% | 4% | 16%

G9a block, what is marked active above
cpd	SMILES	POLK inh	POLH inh	G9a block	JMJD2A Tudor	BAZ2B block	BLM helicase inh	APE1 inh	POLI inh
7	CSc1ccccc1C(=O)NCC(c1ccco1)N(C)C (stereo not given)	-11%	-19%	40µM*	-2%	-17%	-5%	68%[activator]	44%[activator]
17	COc1ccccc1NC1=C(NC(C)=O)C(=O)c2ccccc2C1=O	5%	-3%	7.9µM*	?	?	-23%	0%	14%
33	CCCCCCCC#Cc1ccccc1/C=N/S(=O)c1ccc(C)cc1 (stereo not given)	-25%	-9%	0.79µM*	8.9µM*	25%	-2%[12.4 µM]	19%[12.4 µM]	41%[activator]

The results go on:
Values in the order: POLK inh | POLH inh | G9a block | JMJD2A Tudor | BAZ2B block | BLM helicase inh | Pol beta inh | APE1 inh | POLI inh
#41 CCOc1ccc(NC(=O)C2CCN(S(=O)(=O)c3cccs3)CC2)cc1
→ -32% | -3% | 30% | -33% | 8% | 0% | 23% | -21% | 101%[activator]
#42 CCOC(=O)Cn1nc(C)n(-c2ccccc2)c1=O
→ -17% | 6% | . | -8% | -1% | 0% | -6% | 21% | 83%
#43 CC(C)(C)C(=O)Oc1cc(N)n(S(=O)(=O)c2ccc(F)cc2)n1
→ -12% | 0% | -9% | 4% | 12% | -8% | 1% | -2% | ?
#44 O=C(Nc1ccc([N+](=O)[O-])cc1)c1cn(-c2ccccc2)nc1-c1cc2ccccc2o1
→ -3% | 7% | 18%[59 µM] | -12% | -4% | 0% | 1% | -7% | 11%
#45 CC(C)CN(CC(C)C)c1nc(-c2ccc(Cl)cc2)nc2ccccc12
→ 9% | -11% | 25%[59 µM] | 56%[activator] | 46%[activator] | -7% | 28% | . | 27%
#46 CC(=O)NC1=C(Nc2ccc(N(C)C)cc2)C(=O)c2ccccc2C1=O
→ -8% | -15% | 32µM* | ? | 40µM* | -20% | -12% | 87%[activator] | ?
#47 NC(=O)c1ccc(N2CCN(S(=O)(=O)c3ccccc3)CC2)c([N+](=O)[O-])c1
→ -3% | -5% | 3% | -20% | -15% | -7% | 28% | 10% | 31%[activator]
#48 Nc1nc(NCC2CCCO2)nc(Nc2ccc(Cl)cc2)c1[N+](=O)[O-] (stereo not given)
→ 0% | 5% | ? | -16% | -11% | -4% | 1% | 0% | -7%
#49 CCOCCCNC(=O)c1ccc(CS(=O)(=O)Cc2ccc(C)cc2)o1
→ -5% | -10% | -31%[0.0925 µM] | -7% | 8% | -3% | 30% | 11% | -4%
#50 O=C(COc1ccc(-c2nnco2)cc1)NC1CCCc2ccccc21 (stereo not given)
→ 2% | -1% | 21% | -8% | 15% | 0% | -1% | 3% | -12%
#51 COc1cccc(NC(=O)Cn2nnc(C(=O)NCc3ccc4c(c3)OCO4)c2N)c1
→ -20%&-9% | -14%&-6% | 58%[activator] | -8%&-12% | -17% | -4%&-6% | -29%&-13% | 41% | 50µM*
#52 COn1c(C)c(C)c2c3nonc3ccc21
→ 1% | -13% | -2% | 56%[activator] | 58%[activator] | -15% | 1% | -5% | 206%[activator]
#53 CC(C)CCNC(=O)c1c[nH]c2ccc(S(=O)(=O)N3CCOCC3)cc2c1=O
→ -10% | -17% | -4%[59 µM] | -9% | 0% | -5% | 1% | 3% | 40%[activator]

Only part of the results is shown; the hit share may differ from the screen's.
